High-throughput results deposited in PubChem by several laboratories.
TPT1 inh = blocks Candida albicans tRNA 2'-phosphotransferase; recombinant caTPT1, FP RNA substrate dephosphorylation; inhibition, % at 5 µM; 0.81% of 300,000 active;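 active = inhibition above the mean of all tested compounds plus 3 SD, set per screening campaign, cut at about 24% in these data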;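 note: plate controls were DMSO alone for no effect and ferristatin control at 100 nM for full effect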
PAD4 FP inh = PAD4 (human) enzyme inhibition. inhibition, % at 6.36 µM. 0.41% of 330,000 active. AID 485272. recombinant PAD4, RCA probe fluorescence polarization;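 active = percent inhibition above a cutoff equal to the mean of all tested compounds plus 3 SD, cut at about 15% in these data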;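 note: 0% = PAD4 with RCA probe and DMSO and 100% = probe without PAD4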
PME-1 inh = blocks human protein phosphatase methylesterase 1; inhibition, % at 5.9 µM; 0.53% of 320,000 active; recombinant PME-1, FP-Rh probe fluorescence polarization; Q9Y570;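 active = inhibition above the campaign mean of all compounds plus 3 SD, cut at about 26% in these data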;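 note: competitive labeling of PME-1 active site by serine hydrolase directed probe; 0% = PME-1 with DMSO and 100% = wells lacking PME-1 enzyme; inhibitors block probe labeling so polarization falls and inhibition rises; many of its hits are not listed in these tables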
GSTO1 inh = GSTO1 inhibition, counter-screen for RBBP9 inhibitors; P78417; recombinant GSTO1, activity-based probe fluorescence polarization; inhibition, % at 5.96 µM; 1.1% of 300,000 active; AID 1974;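 active = inhibition above the campaign mean inhibition plus 3 SD, cut at about 35% in these data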;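 note: 0% = GSTO1-1 with DMSO and 100% = wells lacking GSTO1-1 enzyme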
Target sequence (P78417 whole entry, looked up): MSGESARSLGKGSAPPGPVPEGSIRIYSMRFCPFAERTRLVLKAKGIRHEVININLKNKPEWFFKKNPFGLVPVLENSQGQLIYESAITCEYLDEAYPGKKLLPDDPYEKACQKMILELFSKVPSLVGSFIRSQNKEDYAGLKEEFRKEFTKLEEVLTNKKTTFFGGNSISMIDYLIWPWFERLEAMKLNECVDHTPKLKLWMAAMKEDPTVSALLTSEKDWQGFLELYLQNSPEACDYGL
BCLXL inh = inhibitors of human Bcl-xL; inhibition, % at 10.9 µM; 0.7% of 320,000 active; Q07817; GST-Bcl-xL / FITC-Bim BH3 peptide fluorescence polarization;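 active = inhibition above the mean of all tested compounds plus 3 SD, cutoff set per campaign, cut at about 30% in these data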;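 note: 0% = DMSO wells and 100% = unlabeled Bim-BH3 peptide competitor; inhibitors lower millipolarization by displacing the labeled peptide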
MEX-5 binding = C. elegans MEX-5 TCR-2 RNA binding activity | Q9XUB2 | MEX-5/FITC-TCR2 RNA binding, fluorescence polarization; stronger effect = lower value | activity score (negative = inhibition of binding), % at 10 µM | 0.38% of 300,000 active | AID 1832;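 active = inhibition past about -25% in most replicates, and total fluorescence under double the plate's negative control median, limit read from the data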;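 note: 0% = DMSO and -100% = 5 µM competing unlabeled TCR2 RNA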
Target sequence (Q9XUB2 whole entry, looked up): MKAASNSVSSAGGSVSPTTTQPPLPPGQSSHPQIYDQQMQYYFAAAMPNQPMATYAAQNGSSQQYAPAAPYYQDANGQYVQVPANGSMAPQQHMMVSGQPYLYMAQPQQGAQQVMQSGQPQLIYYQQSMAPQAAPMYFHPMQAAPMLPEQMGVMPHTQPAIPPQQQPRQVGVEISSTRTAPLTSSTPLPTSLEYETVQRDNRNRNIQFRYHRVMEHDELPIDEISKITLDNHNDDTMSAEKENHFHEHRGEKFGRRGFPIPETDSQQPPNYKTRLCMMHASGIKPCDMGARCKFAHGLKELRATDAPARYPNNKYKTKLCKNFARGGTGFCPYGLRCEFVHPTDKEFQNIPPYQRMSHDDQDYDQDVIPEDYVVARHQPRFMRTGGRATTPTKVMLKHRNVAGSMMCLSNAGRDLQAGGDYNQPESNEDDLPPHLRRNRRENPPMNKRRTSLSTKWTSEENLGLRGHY
MCL1 BIM primary = disrupts human MCL1 binding to BIM-BH3 peptide. inhibition, % at 10.9 µM. GST-MCL1 / FITC-Bim-BH3 fluorescence polarization. AID 2057. Q07820. 0.68% of 320,000 active;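 active = inhibition above the mean inhibition of all tested compounds plus 3 SD, set per campaign, cut at about 40% in these data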;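 note: 0% = DMSO wells and 100% = unlabeled Bim-BH3 peptide control; higher means more loss of mP so more displacement of Bim peptide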
Target sequence (Q07820 whole entry, looked up): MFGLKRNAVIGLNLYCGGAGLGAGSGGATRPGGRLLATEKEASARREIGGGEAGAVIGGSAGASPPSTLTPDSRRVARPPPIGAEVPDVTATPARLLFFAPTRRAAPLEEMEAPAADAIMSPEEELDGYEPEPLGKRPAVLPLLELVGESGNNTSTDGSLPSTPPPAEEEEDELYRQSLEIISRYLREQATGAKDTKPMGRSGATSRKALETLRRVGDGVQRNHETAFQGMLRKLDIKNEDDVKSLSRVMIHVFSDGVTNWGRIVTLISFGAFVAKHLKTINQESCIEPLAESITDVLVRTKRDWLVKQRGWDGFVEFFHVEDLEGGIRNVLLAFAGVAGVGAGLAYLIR
GLD-1 TGE inh = GLD-1-TGE RNA interaction inhibition (C. elegans). Q17339. purified GLD-1 + fluorescein TGE RNA, fluorescence polarization. inhibition, % at 5.96 µM. 0.44% of 320,000 active. AID 2280;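 active = percent inhibition above a per-plate cutoff, the plate mean of test compounds plus 3 SD, cut at about 30% in these data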;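 note: 0% = DMSO wells with GLD-1 and probe and 100% = wells lacking GLD-1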
Fam108B inh = Fam108B inhibition, counter-screen for RBBP9 inhibitors. recombinant Fam108B, FP-Rh probe fluorescence polarization. inhibition, % at 9.51 µM. 0.33% of 300,000 active. AID 1947;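 active = inhibition above the screen mean inhibition plus 3 SD, computed separately per campaign, cut at about 18% in these data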;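 note: inhibitors lower polarization as less probe binds the enzyme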
The depositor's hits bear a star; / = no result given; & = joins results of further samples.

SMILES | TPT1 inh | PAD4 FP inh | PME-1 inh | GSTO1 inh | BCLXL inh | MEX-5 binding | MCL1 BIM primary | GLD-1 TGE inh | Fam108B inh
COc1ccccc1C1Nc2ccccc2NC2=C1C(=O)CC(C)(C)C2 (stereo not drawn) | -3 | -3 | 4 | 2 | 9 | -2.9 | 9 | 7 | -1
COc1ccccc1CNc1ccc(N2CCCCC2)cc1 | 2 | -9 | -2 | 51* | 9 | 2.6 | 20 | 3 | 5
CCOc1cc(NC(=O)c2ccco2)c(OCC)cc1NC(=O)Cc1ccc(OC)c(OC)c1 | 2 | 1 | 0 | 6 | 7 | -1.9 | 6 | -3 | 4
O=C(Cn1c(=O)n(CC(=O)N2CCCCC2)c(=O)c2sccc21)NCc1ccccc1 | -3 | -1 | -4 | -2 | 7 | 2.3 | 5 | 6 | 1
CCc1noc(C)c1C(=O)Nc1cc(S(=O)(=O)N2CCOCC2)ccc1OC(C)C | 3 | -4 | 4 | 2 | -10 | -4.9 | -17 | 2 | 3
CC(C)(C)c1ccc(C2=CSC3=NCCN23)cc1 | -2 | 2 | -1 | 6 | -4 | -3.4 | 3 | -7 | -8
Cc1nn(-c2ccccc2)c(N2CCCC2)c1/C=N/n1cnc2scc(-c3ccccc3)c2c1=O | -5 | 1 | -1 | 0 | 7 | -2.3 | 11 | 7 | 2
COc1ccccc1CNC(=O)c1cc2ccccc2o1 | -1 | -5 | -4 | 2 | -2 | 3.0 | -7 | 5 | 4
Cc1ccc(/C=N/Nc2nnc(Cl)c3ccccc23)cc1 | 4 | -2 | 11 | -3 | -1 | -1.4 | 1 | 0 | -2
CC1CCN(CCCNS(=O)(=O)c2ccc3c(c2)CCN3C(=O)C2CC2)CC1 | 0 | 4 | 3 | -1 | 4 | 2.4 | -9 | 1 | 4
O=C(Nc1ccccc1C(=O)NCCCn1ccnc1)c1ccccc1 | 1 | 1 | -1 | 3 | 6 | -0.4 | 4 | 3 | -3
COc1nc(-c2ccccc2)ccc1-c1noc(-c2cccnc2)n1 | 4 | -2 | -2 | 2 | -2 | 11 | -1 | -2 | -4
CCCCn1c(N)c(N(CCOC)C(=O)C2CCN(S(=O)(=O)c3ccc(C)c(C)c3)CC2)c(=O)[nH]c1=O | 3 | 1 | -4 | 3 | -6 | -1.6 | -7 | 0 | 2
COc1ccccc1C(=O)NCCC(=O)N(Cc1ccco1)Cc1cccs1 | -2 | 0 | 3 | -1 | 3 | 1.5 | 5 | -2 | 3
COC(=O)c1ccccc1NC(=S)NC(=O)c1ccc2ccccc2c1 | -2 | 6 | -11 | 8 | -6 | 1.5 | 3 | 2 | -7
COc1cc(/C=C2\NC(=O)NC2=O)cc(Br)c1OC | 0 | -2 | -6 | -1 | 6 | -4.3 | 0 | 1 | 3
CCN(C(=O)COC(=O)c1cccs1)c1c(N)n(Cc2ccccc2)c(=O)[nH]c1=O | 1 | -2 | -1 | -5 | -3 | -0.2 | -18 | -2 | 1
CCOC(=O)c1c(C)nc(-c2ccccc2)nc1N | -3 | -2 | 0 | 5 | 6 | -0.4 | 10 | 5 | 3
CCC(=O)c1cn(CC(=O)Nc2ccc(OC)cc2)c2ccccc12 | -2 | -10 | 1 | -2 | 0 | -0.4 | -3 | 0 | -6
Cc1csc(Nc2nc(N)c(C(=O)Nc3ccccc3)o2)n1 | -1 | -1 | 11 | 1 | -2 | 1.1 | 0 | 2 | 3
COc1ccc(N2CCN(c3oc(-c4ccc(OC)c(OC)c4)nc3C#N)CC2)cc1 | -1 | 2 | -1 | 8 | 5 | 1.2 | 1 | 3 | 4
C=CCOC(=O)C1=C(C)N(C)C(=O)NC1c1cc2c(cc1Br)OCO2 (stereo not drawn) | 0 | 0 | 0 | 7 | 1 | 0.3 | 3 | 3 | 6
COc1cc(CN(C)Cc2cc(=O)n3ccsc3n2)ccc1OC(F)F | -3 | 0 | 0 | 0 | 8 | -1.6 | 7 | -3 | 7
CCOc1cc(/C=C/c2nc3ccccc3c(=O)[nH]2)ccc1O | 2 | 0 | 11 | -15 | -1 | 0.6 | 2 | -6 | -5
CCOc1ccccc1N1CCN(C(=O)C2CSC3(C)CCC(=O)N23)CC1 (stereo not drawn) | / | -2 | -10 | / | -2 | / | -7 | 1 | /

Later entries:
SMILES | TPT1 inh | PAD4 FP inh | PME-1 inh | GSTO1 inh | BCLXL inh | MEX-5 binding | MCL1 BIM primary | GLD-1 TGE inh | Fam108B inh
COc1ccccc1-c1cn[nH]c1-c1ccc(OCC(=O)NN)cc1O | -3 | 3 | 7 | -3 | 2 | 1.7 | 1 | -7 | 10
O=C(CCCN1CCC(O)(c2ccc(Cl)cc2)CC1)c1ccc(F)cc1 | -1&0 | -6&1 | -2&0 | 2&1 | 7&0 | 1.9&-0.6 | 9&2 | 0&9 | -3&2
COc1ccc(-n2c(=S)[nH]c3ccccc3c2=S)cc1 | 3 | 8 | 6 | 3 | 6 | -1.8 | 8 | -3 | -1
CC1CCC(Nc2nnnn2-c2ccccc2)CC1 (stereo not drawn) | -6 | 2 | -1 | 0 | 2 | 1.0 | 1 | -3 | -4
CC(C)(C)C(=O)CNS(=O)(=O)c1ccc(S(=O)(=O)NC2CC2)cc1 | 1 | -2 | 0 | -1 | 5 | 0.9 | 3 | 0 | -2
O=C(NC12CC3CC(CC(C3)C1)C2)C1CC(=O)N(c2ccccc2)C1 (stereo not drawn) | -1 | 6 | -12 | 3 | 0 | -2.9 | 8 | 2 | -3
Cc1nc2nc(SCC(=O)N3CCOCC3)nn2c(C)c1Cc1c(F)cccc1Cl | 0 | -4 | 2 | 3 | 1 | 1.9 | 7 | 3 | 0
C#CCn1c(=NC(=O)c2ccc(S(=O)(=O)N3CCCc4ccccc43)cc2)sc2cc(S(N)(=O)=O)ccc21 | 4 | -7 | -98 | -18 | -1 | -0.3 | -13 | -6 | -76
COc1ccc(C(=O)Cn2nnc(-c3ccccc3NC(=O)C(F)(F)F)n2)cc1 | -2 | 1 | -6 | -5 | 0 | 2.5 | -3 | 7 | 1
CCOC(=O)c1cnc2ccc(OC)cc2c1Nc1ccc2c(c1)OCCO2 | -3 | -1 | 2 | 2 | 8 | 1.0 | 2 | 1 | -1
O=C(C[n+]1ccccc1)c1ccc(-c2ccccc2)cc1 | 40* | 0 | 3 | 5 | -3 | 1.2 | -1 | -1 | 1
CN(C)c1ccc(NC(=O)Nc2ccc3snnc3c2)cc1 | 3 | -1 | 32* | 10 | 14 | 3.2 | 14 | 5 | 9
S=C(NCCCN1CCOCC1)N(Cc1ccccc1)Cc1ccccc1 | 0 | 2 | -3 | 6 | 4 | 0.4 | 8 | -2 | -1
Cc1ccc(NC(=S)N2CCN(C(=O)C3CCCO3)CC2)cc1 (stereo not drawn) | 4 | 0 | 2 | -4 | 1 | -3.1 | -2 | 2 | -1
CC(=O)c1cnc(Nc2ccccc2)s1 | -1 | -4 | -3 | 5 | 1 | -0.9 | -5 | 3 | -2
CCCC(=O)Nc1cc(-c2nc3ncccc3o2)ccc1C | 4 | -4 | 7 | -2 | 0 | 0.8 | 5 | 7 | 5
O=C1c2ccccc2C(Nc2ccc3c(c2)OCCO3)N1Cc1ccc2c(c1)OCO2 (stereo not drawn) | 1 | 0 | 3 | 8 | 2 | 0.4 | 4 | 9 | 0
O=C(Cn1cnc(S(=O)(=O)N2CCCCC2)c1)N1CCN(c2ccc([N+](=O)[O-])cc2)CC1 | 0 | -6 | -9 | 6 | 6 | -0.8 | 0 | 8 | -1
CN(CC(=O)NC1CCCCCC1)S(=O)(=O)c1cnc[nH]1 | -1 | -1 | -6 | 9 | -28 | 2.4 | 1 | 1 | 1
CCOc1cc(/C=N\NC(=O)OC)ccc1OC(=O)c1ccco1 | -5 | -3 | -4 | 7 | 3 | 1.1 | 4 | 5 | 9
CCOc1ccccc1N=CC1=C(O)CC(c2ccccc2)CC1=O (stereo not drawn) | 6 | -4 | -9 | -5 | 5 | -1.6 | 1 | -5 | -1
COc1ccccc1C(=O)Nc1ccccc1N1CCN(S(C)(=O)=O)CC1 | -6 | 0 | 8 | -1 | 5 | -0.7 | -3 | 1 | -3
Cc1ccc(C(=O)N/N=C\c2ccc(-c3ccc(Cl)c(Cl)c3)o2)cn1 | -1 | -7 | -30 | -27 | 4 | -1.7 | 5 | 4 | -28
CC1=CCC(C(=O)O)(C(=O)N/N=C/c2cccs2)C(c2ccc(F)cc2)C1 (stereo not drawn) | -5 | 2 | -4 | 0 | 5 | -0.9 | 2 | -3 | -3
COc1ccc2cc(C)c3nnc(SCC(=O)Nc4nc(-c5ccccc5)cs4)n3c2c1 | -1 | 0 | 5 | -2 | 4 | 0.2 | 0 | 3 | -1
O=C1N(Cc2cccnc2)C[C@@H]2C[C@@H](c3ccc(C(F)(F)F)cc3)N3CCC[C@@]123 | 0 | -5 | -1 | -1 | 4 | 1.8 | -2 | -6 | 0
Cc1c(Br)ccc(NC(=O)COc2ccccc2C(N)=O)c1C | 1 | 0 | 2 | -5 | 3 | -3.7 | 2 | 10 | 1
O=C1OC(c2ccc(F)cc2)=N/C1=C\C=C/c1ccccc1 | -2 | -6 | -5 | 0 | 0 | -1.8 | 0 | -4 | 1
CN(C(=O)CN1C(=O)S/C(=C\c2ccc(Cl)cc2)C1=O)C1CCS(=O)(=O)C1 (stereo not drawn) | 0 | 2 | -4 | 26 | 7 | 0.8 | 5 | -7 | -1

10 structures out of the list, sorted by formula weight, highest first:
SMILES | TPT1 inh | PAD4 FP inh | PME-1 inh | GSTO1 inh | BCLXL inh | MEX-5 binding | MCL1 BIM primary | GLD-1 TGE inh | Fam108B inh
O=C(Cn1c(=O)n(CC(=O)N2CCCCC2)c(=O)c2sccc21)NCc1ccccc1 | -3 | -1 | -4 | -2 | 7 | 2.3 | 5 | 6 | 1
CCc1noc(C)c1C(=O)Nc1cc(S(=O)(=O)N2CCOCC2)ccc1OC(C)C | 3 | -4 | 4 | 2 | -10 | -4.9 | -17 | 2 | 3
CCOC(=O)c1cnc2ccc(OC)cc2c1Nc1ccc2c(c1)OCCO2 | -3 | -1 | 2 | 2 | 8 | 1.0 | 2 | 1 | -1
CC(C)(C)C(=O)CNS(=O)(=O)c1ccc(S(=O)(=O)NC2CC2)cc1 | 1 | -2 | 0 | -1 | 5 | 0.9 | 3 | 0 | -2
COc1ccccc1C1Nc2ccccc2NC2=C1C(=O)CC(C)(C)C2 (stereo not drawn) | -3 | -3 | 4 | 2 | 9 | -2.9 | 9 | 7 | -1
O=C(NC12CC3CC(CC(C3)C1)C2)C1CC(=O)N(c2ccccc2)C1 (stereo not drawn) | -1 | 6 | -12 | 3 | 0 | -2.9 | 8 | 2 | -3
Cc1csc(Nc2nc(N)c(C(=O)Nc3ccccc3)o2)n1 | -1 | -1 | 11 | 1 | -2 | 1.1 | 0 | 2 | 3
CN(C)c1ccc(NC(=O)Nc2ccc3snnc3c2)cc1 | 3 | -1 | 32* | 10 | 14 | 3.2 | 14 | 5 | 9
CC1CCC(Nc2nnnn2-c2ccccc2)CC1 (stereo not drawn) | -6 | 2 | -1 | 0 | 2 | 1.0 | 1 | -3 | -4
CC(=O)c1cnc(Nc2ccccc2)s1 | -1 | -4 | -3 | 5 | 1 | -0.9 | -5 | 3 | -2

Some of the compounds tested; count on the stated rates, not on these rows.
